# Screens: PubChem, several laboratories
# Tb MetRS inh: T. brucei MetRS inhibitors, primary screen, biochemical, luminescence | 0.4% of 360,000 active | purified T. brucei MetRS, ATP depletion, Kinase-Glo luminescence | methionyl-tRNA synthetase (Trypanosoma brucei brucei) | inhibition, % at 11.9 µM;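 active = inhibition above a per-plate cutoff of the control wells' mean inhibition plus 3 SD, cut at about 5.5% in these data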;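 note: 0% = DMSO wells median and 100% = median of wells with control inhibitor compound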
#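 Dosing: 11.9 µM compound single dose, 0.9% DMSO; Assay system: purified T. brucei MetRS enzyme; Measured by: Kinase-Glo luciferase luminescence reporting remaining unconsumed ATP; Schedule: 15 min plus 2 h at 25 °C.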
# CSN deneddyl inh: inhibitors of CSN-mediated cullin deneddylation, primary screen, biochemical, fluorescence polarization, uHTS; Purified CSN, SCF-Nedd8-OG deneddylation; inhibition, % at 12.5 µM; 0.38% of 360,000 active; AID 651999, 2013;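 active = pattern-corrected inhibition above about 35%, with an unprinted fluorescence ratio check between 0.5 and 1.5, limit read from the data, passing the limit was not always enough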;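 note: 0% = enzyme with substrate and 100% = substrate without enzyme; some results filed as inactive read as strong as hits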
#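 Test system: purified human Csn5 enzyme expressed in HEK293T cells. Amount: 0.24 nM enzyme. Reagent: SCFSkp2-Nedd8OG substrate at 10 nM final. Schedule: 90 min incubation of compound, enzyme and substrate at room temperature. Detection: fluorescence polarization. Read-out: % inhibition of substrate cleavage by Csn5.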
# FAS-TE inh: FAS thioesterase domain inhibitors, primary screen, biochemical, fluorescence intensity, uHTS; recombinant FAS-TE, OMFH fluorogenic substrate, fluorescence endpoint; inhibition, % at 15 µM; 0.67% of 360,000 active; Fatty acid synthase (Homo sapiens), P49327;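 active = compounds whose normalised, plate-corrected inhibition of enzyme fluorescence in the single-dose primary screen is 50% or more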;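 note: 0% = DMSO with enzyme and 100% = substrate without enzyme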
# Rin1 Abl inh: inhibitors of Rin1-Abl protein binding, primary screen, biochemical, TR-FRET | 0.4% of 360,000 active | Tyrosine-protein kinase ABL1 (Homo sapiens) + Ras and Rab interactor 1 (Homo sapiens), … | AID 588664, 2011 | inhibition, % at 7.35 µM; in the data active = inhibition above about 5%, passing the limit was not always enough
# eLon inh: inhibitors of E. coli Lon protease, primary screen, biochemical, fluorescence polarization; P0A9M0; purified E. coli Lon protease; inhibition, % at 7.94 µM; 0.42% of 360,000 active; AID 602123, 2011; in the data active = inhibition above about 13%, passing the limit was not always enough;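 note: 0% = enzyme with probe and DMSO and 100% = no enzyme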
# MsrA act: bovine MsrA enzyme activators, primary screen, biochemical, absorbance, HTS | Methionine sulfoxide reductase A (Bos taurus) | purified bovine MsrA, absorbance read-out | activation, % at 10.6 µM | 0.3% of 360,000 active; in the data active = activation above about 7.5%;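 note: 0% = vehicle and 100% = reference activator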
# Neddylation inh: inhibitors of cullin neddylation, primary screen, biochemical, TR-FRET, uHTS, NAE and Ubc12. NEDD8-conjugating enzyme Ubc12 (Homo sapiens) + NEDD8-activating enzyme E1 regulatory …. calls only at 25 µM. 0.58% of 360,000 active. AID 651699, 2012; in the data active = inhibition above about 36%
# Target sequence (P61081 whole entry, looked up): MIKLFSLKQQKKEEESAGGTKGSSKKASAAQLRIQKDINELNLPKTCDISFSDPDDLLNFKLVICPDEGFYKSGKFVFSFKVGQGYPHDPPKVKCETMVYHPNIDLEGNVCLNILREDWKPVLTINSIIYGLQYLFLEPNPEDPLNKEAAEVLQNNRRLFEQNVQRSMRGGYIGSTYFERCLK
# Target sequence (Q13564 whole entry, looked up): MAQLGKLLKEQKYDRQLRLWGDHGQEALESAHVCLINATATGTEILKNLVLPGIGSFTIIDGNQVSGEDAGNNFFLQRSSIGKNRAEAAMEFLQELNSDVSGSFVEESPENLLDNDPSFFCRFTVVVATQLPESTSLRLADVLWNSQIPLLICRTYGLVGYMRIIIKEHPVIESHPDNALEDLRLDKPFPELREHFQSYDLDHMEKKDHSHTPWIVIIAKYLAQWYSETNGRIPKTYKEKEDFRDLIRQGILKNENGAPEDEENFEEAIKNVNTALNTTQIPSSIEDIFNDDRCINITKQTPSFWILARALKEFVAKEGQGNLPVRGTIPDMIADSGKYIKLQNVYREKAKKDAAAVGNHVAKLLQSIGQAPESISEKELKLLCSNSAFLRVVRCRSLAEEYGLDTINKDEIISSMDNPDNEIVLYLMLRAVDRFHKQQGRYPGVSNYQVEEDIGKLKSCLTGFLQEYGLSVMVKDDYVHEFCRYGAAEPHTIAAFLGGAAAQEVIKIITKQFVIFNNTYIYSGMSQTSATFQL
# MsrA inhibitor: bovine MsrA enzyme inhibitors, primary screen, biochemical, absorbance, HTS. purified bovine MsrA, absorbance read-out. inhibition, % at 15.5 µM. 0.75% of 360,000 active; in the data active = inhibition above about 4.5%;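 note: 0% = vehicle wells with enzyme and 100% = reference inhibitor wells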
# PABP1 MLLE inh: inhibitors of PABP1 MLLE–PAM2 peptide binding, primary screen, biochemical, fluorescence polarization, FITC-PAM2, GST-MLLE; AID 588489, 2011; 0.36% of 360,000 active; inhibition, % at 20 µM; in the data active = inhibition above about 35%, passing the limit was not always enough;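 note: plate controls were DMSO wells with GST-MLLE for no effect and wells lacking GST-MLLE protein for full effect; some results filed as inactive read as strong as hits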
# Active calls of the source: *; i = inactive; · = not tested or not shown.
1: Cc1ccc(S(=O)(=O)N2CCOCC2)cc1NC(=O)CSc1nnc(COc2ccccc2F)n1N
2: S=c1[nH]nc(COc2ccccc2)n1/N=C/c1ccccc1Br
3: C[C@H](O)[C@@H]1C(=O)N2CCc3c([nH]c4ccccc34)[C@@H]2C[C@@H]1N(C)C(=O)Nc1ccccc1
4: COC(=O)c1oc2ccc(Br)cc2c1NC(=O)CCCN1C(=O)c2ccccc2C1=O
5: CCOc1ccccc1C(=O)NC(C)CCc1ccccc1 (stereo not drawn)
6: Cc1cccnc1NC(=O)c1ccc(C(=O)c2ccccc2)cc1
7: CC[C@]12c3[nH]c4cc(-c5ccco5)ccc4c3CCN1C(=O)[C@@H](CC(=O)NCc1cccc(C(F)(F)F)c1)C[C@@H]2C(=O)N1CCN(C(=O)C2CC2)CC1
8: COc1ccc(NC(=O)Cn2cnc3sc(C)c(S(=O)(=O)N4CCN(C)CC4)c3c2=O)cc1OC
screen / no. | 1 | 2 | 3 | 4 | 5 | 6 | 7 | 8
Tb MetRS inh | -0.2 | 0.0 | 2.4 | -0.6 | -0.4 | -0.3 | -0.8 | 0.1
eLon inh | -7 | -9 | 2 | -8 | -12 | -7 | 6 | 11
CSN deneddyl inh | 3 | 0 | -5 | 1 | 2 | 3 | 8 | -8
MsrA act | -2 | 3 | -2 | -6 | -4 | -3 | 5 | -3
FAS-TE inh | -6 | 15 | -5 | -3 | 12 | -5 | 27 | -3
PABP1 MLLE inh | -6 | -76 | -6 | 9 | 2 | -4 | -22 | 16
Rin1 Abl inh | 0 | -3 | -4 | -6 | 0 | -2 | -1 | 2
Neddylation inh | i | i | · | i | i | i | · | i
MsrA inhibitor | -0.2 | -0.4 | -0.1 | 0.1 | 0.0 | 0.2 | 1.2 | -1.0

# Two of these compounds, set out differently.
1. Cc1ccc(S(=O)(=O)N2CCOCC2)cc1NC(=O)CSc1nnc(COc2ccccc2F)n1N
  Tb MetRS inh: -0.2
  eLon inh: -7
  CSN deneddyl inh: 3
  MsrA act: -2
  FAS-TE inh: -6
  PABP1 MLLE inh: -6
  Rin1 Abl inh: 0
  Neddylation inh: i
  MsrA inhibitor: -0.2
2. S=c1[nH]nc(COc2ccccc2)n1/N=C/c1ccccc1Br
  Tb MetRS inh: 0.0
  eLon inh: -9
  CSN deneddyl inh: 0
  MsrA act: 3
  FAS-TE inh: 15
  PABP1 MLLE inh: -76
  Rin1 Abl inh: -3
  Neddylation inh: i
  MsrA inhibitor: -0.4

# (listing goes on)
9: CCNC(=S)N(CCc1ccccc1C)Cc1cc2cc(OC)c(OC)cc2[nH]c1=O
10: O=C(CSc1nc2ccccc2s1)N1CCN(C(=O)c2ccco2)CC1
11: CN(C)C(=O)C12CCC(C)(C(=O)C1Br)C2(C)C (stereo not drawn)
12: COC(=O)C1=C(C)N(CCCC(=O)O)C(=O)NC1c1cc2c(cc1[N+](=O)[O-])OCO2 (stereo not drawn)
13: CCc1csc(CNC(=O)C2CCC(=O)N(Cc3cccc(F)c3)C2)n1 (stereo not drawn)
14: Cc1c(C(=O)NCc2ccccc2CN2CCCC2)oc2c(F)cccc12
15: COc1cccc(N2CC(C(=O)NCc3n[nH]c(=O)c4ccccc34)CC2=O)c1 (stereo not drawn)
16: CCOC(=O)CN(C)Cc1cn[nH]c1-c1ccc2cc(OC)ccc2c1
screen / no. | 9 | 10 | 11 | 12 | 13 | 14 | 15 | 16
Tb MetRS inh | -0.6 | -0.1 | -1.1 | 0.2 | -0.4 | -0.1 | -0.4 | -2.0
eLon inh | -14 | 9 | 1 | 13 | -3 | -4 | -5 | 7
CSN deneddyl inh | -5 | 1 | 0 | -5 | 5 | -6 | -1 | 3
MsrA act | -4 | 0 | -10 | -6 | 0 | -1 | -4 | -1
FAS-TE inh | -7 | -6 | -6 | -8 | -6 | 3 | -5 | 2
PABP1 MLLE inh | -132 | 24 | -17 | -19 | 7 | -6 | 0 | -4
Rin1 Abl inh | 2 | -2 | -2 | 8 | 1 | -3 | -3 | -6
Neddylation inh | i | i | i | i | i | i | i | i
MsrA inhibitor | -0.9 | 0.2 | -0.8 | 1.0 | 0.7 | 0.3 | -0.5 | -0.9

17: O=C(NC1CCCC1)C1c2ccccc2OCC(=O)N1Cc1ccccn1 (stereo not drawn)
18: COCCNc1ncnc2c1cnn2Cc1ccccc1Cl
19: NC(N)=NNC(=O)c1ccccc1Cl
20: Cc1cccc(-n2c(=O)c3ccccc3n3c(=S)[nH]nc23)c1C
21: Nc1nonc1-c1noc(-c2ccccc2Br)n1
22: COc1ccc(NC(C)=O)cc1NC(C)c1nc2sc(C)c(C)c2c(=O)[nH]1 (stereo not drawn)
23: O=C1NCCCC2c3c(cc(Br)c(O)c3Br)OC12N1CCCCC1 (stereo not drawn)
24: O=C(CN1C(=O)NC2(CCCC2)C1=O)N1CCN(c2ccccc2O)CC1
screen / no. | 17 | 18 | 19 | 20 | 21 | 22 | 23 | 24
Tb MetRS inh | -0.2 | -0.9 | 0.3 | -0.9 | 0.7 | -0.1 | 2.1 | -0.6
eLon inh | -1 | -3 | 1 | 2 | -3 | -5 | 4 | 2
CSN deneddyl inh | -2 | 7 | -11 | -1 | 1 | -3 | 5 | 2
MsrA act | -2 | -7 | -2 | -3 | 1 | 0 | -2 | -6
FAS-TE inh | -7 | -2 | -6 | -5 | 4 | -3 | 8 | -6
PABP1 MLLE inh | · | 18 | 1 | -51 | 0 | -9 | 4 | 2
Rin1 Abl inh | · | 0 | 1 | 3 | 4 | 2 | -8 | -1
Neddylation inh | i | i | i | i | i | i | i | i
MsrA inhibitor | 0.1 | 0.6 | -0.4 | -0.6 | 0.4 | 0.3 | 0.9 | -0.8

25: N/C(CSc1nc(-c2ccccc2)c(-c2ccccc2)o1)=N\O
26: COc1cc(CCCN2C(=O)C(=O)NC[C@@H]2C(C)O)cc(OC)c1OC (stereo partly drawn)
27: CC(C(=O)NCCS(=O)(=O)c1ccc(Cl)cc1)S(=O)(=O)c1ccccc1 (stereo not drawn)
28: CC(C)CN1C(=O)/C(=C(/C#N)C(=O)NC2CCCCC2)c2ccccc21
screen / no. | 25 | 26 | 27 | 28
Tb MetRS inh | -0.1 | -0.1 | -0.4 | 2.0
eLon inh | -2 | -5 | 1 | 5
CSN deneddyl inh | -3 | 0 | 0 | -6
MsrA act | 1 | -2 | -11 | -1
FAS-TE inh | -72 | -12 | -12 | 2
PABP1 MLLE inh | -132 | -5 | -9 | 7
Rin1 Abl inh | -3 | 3 | 6 | 1
Neddylation inh | i | i | i | i
MsrA inhibitor | 0.6 | -1.0 | 0.1 | 3.2

# Some of these compounds in order of molar mass, largest number first:
23: O=C1NCCCC2c3c(cc(Br)c(O)c3Br)OC12N1CCCCC1 (stereo not drawn)
27: CC(C(=O)NCCS(=O)(=O)c1ccc(Cl)cc1)S(=O)(=O)c1ccccc1 (stereo not drawn)
15: COc1cccc(N2CC(C(=O)NCc3n[nH]c(=O)c4ccccc34)CC2=O)c1 (stereo not drawn)
22: COc1ccc(NC(C)=O)cc1NC(C)c1nc2sc(C)c(C)c2c(=O)[nH]1 (stereo not drawn)
24: O=C(CN1C(=O)NC2(CCCC2)C1=O)N1CCN(c2ccccc2O)CC1
16: CCOC(=O)CN(C)Cc1cn[nH]c1-c1ccc2cc(OC)ccc2c1
28: CC(C)CN1C(=O)/C(=C(/C#N)C(=O)NC2CCCCC2)c2ccccc21
25: N/C(CSc1nc(-c2ccccc2)c(-c2ccccc2)o1)=N\O
20: Cc1cccc(-n2c(=O)c3ccccc3n3c(=S)[nH]nc23)c1C
18: COCCNc1ncnc2c1cnn2Cc1ccccc1Cl
screen / no. | 23 | 27 | 15 | 22 | 24 | 16 | 28 | 25 | 20 | 18
Tb MetRS inh | 2.1 | -0.4 | -0.4 | -0.1 | -0.6 | -2.0 | 2.0 | -0.1 | -0.9 | -0.9
eLon inh | 4 | 1 | -5 | -5 | 2 | 7 | 5 | -2 | 2 | -3
CSN deneddyl inh | 5 | 0 | -1 | -3 | 2 | 3 | -6 | -3 | -1 | 7
MsrA act | -2 | -11 | -4 | 0 | -6 | -1 | -1 | 1 | -3 | -7
FAS-TE inh | 8 | -12 | -5 | -3 | -6 | 2 | 2 | -72 | -5 | -2
PABP1 MLLE inh | 4 | -9 | 0 | -9 | 2 | -4 | 7 | -132 | -51 | 18
Rin1 Abl inh | -8 | 6 | -3 | 2 | -1 | -6 | 1 | -3 | 3 | 0
Neddylation inh | i | i | i | i | i | i | i | i | i | i
MsrA inhibitor | 0.9 | 0.1 | -0.5 | 0.3 | -0.8 | -0.9 | 3.2 | 0.6 | -0.6 | 0.6

19: NC(N)=NNC(=O)c1ccccc1Cl
screen / no. | 19
Tb MetRS inh | 0.3
eLon inh | 1
CSN deneddyl inh | -11
MsrA act | -2
FAS-TE inh | -6
PABP1 MLLE inh | 1
Rin1 Abl inh | 1
Neddylation inh | i
MsrA inhibitor | -0.4
